High-throughput results (PubChem)
PV pol inh: poliovirus RdRp elongation inhibitors, primary screen, biochemical, fluorescence polarization, total intensity; actives 0.66% (n = 150,000); AID 588519, 2011; % elongation, % (compound at 16.7 µg/mL); Genome polyprotein (Poliovirus type 1 (strain Mahoney)), P03300; poliovirus polymerase elongation; active compounds read low; in the data active = % elongation below about 90%; note: some results filed as inactive read as strong as hits
Target sequence (P03300 1749-2209 limits assumed): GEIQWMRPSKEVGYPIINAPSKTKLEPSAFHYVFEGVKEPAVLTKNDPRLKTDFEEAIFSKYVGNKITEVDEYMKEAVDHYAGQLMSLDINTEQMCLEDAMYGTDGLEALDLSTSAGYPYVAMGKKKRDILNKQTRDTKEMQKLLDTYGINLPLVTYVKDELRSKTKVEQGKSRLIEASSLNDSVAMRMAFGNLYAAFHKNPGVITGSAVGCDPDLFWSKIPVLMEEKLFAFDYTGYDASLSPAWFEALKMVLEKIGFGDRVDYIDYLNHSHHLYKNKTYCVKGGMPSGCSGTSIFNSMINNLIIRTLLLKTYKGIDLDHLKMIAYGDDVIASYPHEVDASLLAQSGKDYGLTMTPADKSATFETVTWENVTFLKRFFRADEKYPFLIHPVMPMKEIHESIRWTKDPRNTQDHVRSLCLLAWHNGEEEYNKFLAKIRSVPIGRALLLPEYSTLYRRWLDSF
PV pol inh FP z-score: recorded beside PV pol inh, whose call it bears; z-score; measured here: FP z-score; hits read low
* = called active by the depositor.

`COc1ccc(CNC(=O)c2cc(-c3ccc(OC)cc3)nc3n[nH]c(-c4cccc([N+](=O)[O-])c4)c23)cc1` gave PV pol inh 107.0 and PV pol inh FP z-score 0.2.
`COc1ccc(NC(=S)NC(C)(C)C)cc1` gave PV pol inh 100.0 and PV pol inh FP z-score 0.
Screening CN(C)c1ccc(/C=N/N2C(=O)CNC2=O)cc1 returned PV pol inh 104.0 and PV pol inh FP z-score 0.2.
For Cc1nc2ccccn2c1P(=S)(N1CCCCC1)N1CCCCC1 the results were PV pol inh 105.0 and PV pol inh FP z-score 0.3.
CN(Cc1ccccc1)C(=O)COC(=O)c1ccc(O)cc1 was read as PV pol inh 102.0 and PV pol inh FP z-score 0.1.
Screening NS(=O)(=O)c1ccc(-n2nncc2-c2ccccc2)cc1 returned PV pol inh 101.0 and PV pol inh FP z-score 0.1.
O=C(CCSc1ccc(Br)cc1)Nc1ccc(F)cc1 was read as PV pol inh 103.0 and PV pol inh FP z-score 0.6.
For CN(C)/C=C/C(=O)c1ccc2c(c1)CCO2 the results were PV pol inh 105.0 and PV pol inh FP z-score 0.
Screening O=C(Nc1ccccc1I)c1ccc(Br)o1 returned PV pol inh 102.0 and PV pol inh FP z-score -0.4.
`Cc1ccnc(Nc2nc3ccccc3o2)n1` gave PV pol inh 104.0 and PV pol inh FP z-score 0.6.

Among those listed so far, these contain nitrogen in an aromatic ring:
`COc1ccc(CNC(=O)c2cc(-c3ccc(OC)cc3)nc3n[nH]c(-c4cccc([N+](=O)[O-])c4)c23)cc1` gave PV pol inh 107.0 and PV pol inh FP z-score 0.2.
For Cc1nc2ccccn2c1P(=S)(N1CCCCC1)N1CCCCC1 the results were PV pol inh 105.0 and PV pol inh FP z-score 0.3.
Screening NS(=O)(=O)c1ccc(-n2nncc2-c2ccccc2)cc1 returned PV pol inh 101.0 and PV pol inh FP z-score 0.1.
`Cc1ccnc(Nc2nc3ccccc3o2)n1` gave PV pol inh 104.0 and PV pol inh FP z-score 0.6.

Further structures follow.
CN(CC(=O)Nc1ccccc1SCC#N)c1ccccc1 was read as PV pol inh 47.0 and PV pol inh FP z-score -6.4.
`COc1ccc(N(CN2C(=O)c3ccccc3C2=O)C(=O)c2ccccc2)cc1` gave PV pol inh 100.0 and PV pol inh FP z-score -0.2.
Screening COCCNC(=O)c1cc[n+]([O-])cc1 returned PV pol inh 101.0 and PV pol inh FP z-score 0.1.
For CCCN1COc2ccc3c(-c4ccccc4)cc(=O)oc3c2C1 the results were PV pol inh 104.0 and PV pol inh FP z-score 0.6.
CCN(CC)CCn1c2c(c(SCC(=O)Nc3cccc(C(F)(F)F)c3)nc1=O)CCC2 was read as PV pol inh 97.0 and PV pol inh FP z-score -2.5.
Screening CCNS(=O)(=O)c1cccc(S(=O)(=O)c2ccc(Cl)cc2)c1 returned PV pol inh 101.0 and PV pol inh FP z-score 0.2.
Screening O=C(Nc1ccc(-c2nc3ccccc3o2)cc1)c1ccccc1Cl returned PV pol inh 104.0 and PV pol inh FP z-score 0.6.
Screening COc1ccc(-c2cc(C)nc3c(-c4ccc(OC)c(OC)c4)c(C)nn23)cc1 returned PV pol inh 103.0 and PV pol inh FP z-score -0.2.
`Nc1c(N)c2ccccc2oc1=O` gave PV pol inh 100.0 and PV pol inh FP z-score 0.1.
`COC(=O)c1ccc(CSc2nnc(SC(C)C(=O)c3ccc(F)cc3)s2)o1` (stereo unspecified) gave PV pol inh 104.0 and PV pol inh FP z-score 0.1.
CCOc1ccccc1NC(=O)N1CCN(Cc2cc(=O)n3nc(-c4ccc(C)cc4)sc3n2)CC1 was read as PV pol inh 102.0 and PV pol inh FP z-score -1.2.
CCOC(=O)c1cnc2cc(-c3ccc(I)cc3)[nH]n2c1=O was read as PV pol inh 98.0 and PV pol inh FP z-score -0.5.
Screening Brc1ccc(-c2ccc(CNCCSc3nnnn3-c3ccccc3)o2)cc1 returned PV pol inh 106.0 and PV pol inh FP z-score -0.1.
For CCOC(=O)c1c(C)oc2nc(C)nc(NCC3CCN(Cc4cccc(Cl)c4)CC3)c12 the results were PV pol inh 105.0 and PV pol inh FP z-score -0.3.
Screening COc1ccccc1C(=O)NCCc1csc(-c2ccc(C(F)(F)F)cc2)n1 returned PV pol inh 111.0 and PV pol inh FP z-score 0.9.
COC(=O)Cn1c(SCCOc2ccccc2OC)nc2ccccc21 was read as PV pol inh 111.0 and PV pol inh FP z-score 0.8.
For CCCS(=O)(=O)N1CCC2(CC1)CC(=O)c1ccccc1O2 the results were PV pol inh 99.0 and PV pol inh FP z-score -1.3.
`CN1CCc2c(c(S)[nH]c(=S)c2C#N)C1` gave PV pol inh -17.0* and PV pol inh FP z-score -18.2*.
COc1ccc(OCC(=O)Nc2ccc(O)c(-c3nc4ccccc4s3)c2)cc1 was read as PV pol inh 104.0 and PV pol inh FP z-score -0.1.
For COC(CN(C)C(=O)c1cc2c(Cl)nc3ccc(C)cc3c2s1)OC the results were PV pol inh 103.0 and PV pol inh FP z-score 0.5.
`CC1(C)Cc2cccc(OCC(=O)Nc3cccnc3)c2O1` gave PV pol inh 103.0 and PV pol inh FP z-score 0.
Screening COc1ccc(CN(C)C(=O)Cc2c[nH]c3ccccc23)c(OC)c1OC returned PV pol inh 102.0 and PV pol inh FP z-score -0.1.
Screening Cc1cc(C)cc(-n2c(SCc3cn4ccsc4n3)nc3ccccc3c2=O)c1 returned PV pol inh 93.0 and PV pol inh FP z-score -0.9.
Screening Cc1nnc2c(N3CC=C(c4ccccc4)CC3)nc3ccccc3n12 returned PV pol inh 99.0 and PV pol inh FP z-score -0.7.
CC(C)CC(=O)NCC1(N(C)C)CCCCC1 was read as PV pol inh 101.0 and PV pol inh FP z-score -1.3.
`O=C(CCc1nnc2n(Cc3ccccc3)c(=O)c3ccccc3n12)NCc1ccccn1` gave PV pol inh 103.0 and PV pol inh FP z-score 0.4.
For O=C1Nc2ccccc2C12CC(c1ccc(F)cc1)=NC(=S)N2c1ccc(F)cc1 (stereo unspecified) the results were PV pol inh 100.0 and PV pol inh FP z-score -0.3.
For Cc1ccccc1NCc1nc2ccccc2n1CCOc1ccccc1 the results were PV pol inh 100.0 and PV pol inh FP z-score -1.5.
For COc1cccc(N2C(=O)Nc3ccccc3C2(O)C(=O)NC2CCCCCCC2)c1 (stereo unspecified) the results were PV pol inh 100.0 and PV pol inh FP z-score 0.
`O=C1CC(=O)Nc2cc(S(=O)(=O)Nc3cccc(Br)c3)ccc2N1` gave PV pol inh 99.0 and PV pol inh FP z-score -0.6.
Screening Fc1ccc(-n2ncc3c(N4CCC(Cc5ccccc5)CC4)ncnc32)cc1 returned PV pol inh 108.0 and PV pol inh FP z-score 0.2.
`CCOc1ccccc1CNC(=O)c1cccc(NC(=O)c2nsc3ccccc23)c1` gave PV pol inh 107.0 and PV pol inh FP z-score 0.
For CCOC(=O)c1cnc(SCC(=O)Nn2c(C)nc3sc(C)cc3c2=O)nc1N the results were PV pol inh 102.0 and PV pol inh FP z-score -0.4.
Screening CCC(=O)N1CCc2cc(Br)cc(S(=O)(=O)CCC(=O)NCCc3ccccc3)c21 returned PV pol inh 109.0 and PV pol inh FP z-score 1.2.
Cc1c(S(=O)(=O)c2ccc(Cl)cc2)csc1S(=O)(=O)N1CCCCC1 was read as PV pol inh 102.0 and PV pol inh FP z-score 0.1.
For CC(NCc1ccc(Cl)cc1)=C(C#N)C#N the results were PV pol inh 102.0 and PV pol inh FP z-score -0.3.
Cc1ccccc1CNC(=O)c1cc2cccc3c2n1CCO3 was read as PV pol inh 104.0 and PV pol inh FP z-score 0.8.
For CC(C)Oc1ccc(CNS(=O)(=O)c2ccc3c(c2)C(C)(C)C(=O)N3C)cc1 the results were PV pol inh 109.0 and PV pol inh FP z-score 0.2.
Screening Cc1sc2nc(COC(=O)c3ccc(S(=O)(=O)NCc4ccco4)cc3)[nH]c(=O)c2c1C returned PV pol inh 104.0 and PV pol inh FP z-score 0.1.
For N#Cc1cccc(OCC(=O)C23CC4CC(CC(C4)C2)C3)c1 the results were PV pol inh 103.0 and PV pol inh FP z-score -0.1.

Next section; it opens with the 2 that closed the last part.
Screening Cc1sc2nc(COC(=O)c3ccc(S(=O)(=O)NCc4ccco4)cc3)[nH]c(=O)c2c1C returned PV pol inh 104.0 and PV pol inh FP z-score 0.1.
For N#Cc1cccc(OCC(=O)C23CC4CC(CC(C4)C2)C3)c1 the results were PV pol inh 103.0 and PV pol inh FP z-score -0.1.
`CCCCCCc1c(O)nc(SCCN(CC)CC)n(-c2ccccc2)c1=O` gave PV pol inh 100.0 and PV pol inh FP z-score -0.5.
For O=C(CSc1nc(-c2ccccc2)nc2c1CCCC2)N/N=C/c1ccco1 the results were PV pol inh 98.0 and PV pol inh FP z-score -0.5.
COc1ccc(OC)c(NC(=O)CSC2=Nc3ccccc3C3=NC(CCC(=O)NCc4ccco4)C(=O)N23)c1 (stereo unspecified) was read as PV pol inh 106.0 and PV pol inh FP z-score -0.2.
Screening COc1ccc2nc(NC(=O)c3ccc(C)cc3)sc2c1 returned PV pol inh 100.0 and PV pol inh FP z-score 0.
Screening COc1ccccc1NC(=O)Cn1nc(C)n2cccc2c1=O returned PV pol inh 111.0 and PV pol inh FP z-score 0.2.
For CCc1cc(C(=O)OCC(=O)Nc2ccc(C)cc2C)c2ccccc2n1 the results were PV pol inh 102.0 and PV pol inh FP z-score 0.4.
For O=C(Nc1cccc(O)c1)c1noc2c1CCc1ccccc1-2 the results were PV pol inh 104.0 and PV pol inh FP z-score 0.1.
COC(=O)CCn1cnc2onc(-c3cc(F)cc(F)c3)c2c1=O was read as PV pol inh 109.0 and PV pol inh FP z-score 0.3.
`CC1CCN(c2nc(Nc3ccccc3)c3cnn(C)c3n2)CC1` gave PV pol inh 103.0 and PV pol inh FP z-score 0.4.
CC(C)(C)OC(=O)N1CCC(C(=O)OCC(=O)Nc2ccc(F)cc2)CC1 was read as PV pol inh 110.0 and PV pol inh FP z-score 0.8.
`O=C(c1cnn(-c2cccc(F)c2)c1-n1cccc1)N1CCCC1` gave PV pol inh 99.0 and PV pol inh FP z-score -1.2.
Screening O=C(O)C1CCCCC1C(=O)Nc1ccc(C(=O)N2CCCCC2)cc1 (stereo unspecified) returned PV pol inh 107.0 and PV pol inh FP z-score 0.6.
`O=C(NCC1CC1)c1ccccc1NS(=O)(=O)c1cccc2nonc12` gave PV pol inh 100.0 and PV pol inh FP z-score -0.5.
For COc1ccc(C2C(=O)N(C3CCCCC3)CC(=O)N2C2CCCCC2)cc1 (stereo unspecified) the results were PV pol inh 101.0 and PV pol inh FP z-score -1.4.
Screening CC1CCCCN1c1ncnc2onc(-c3ccc(Cl)cc3)c12 (stereo unspecified) returned PV pol inh 102.0 and PV pol inh FP z-score 0.8.
COc1ccccc1CNC(=O)c1cc2cccc3c2n1CCS3 was read as PV pol inh 111.0 and PV pol inh FP z-score 0.7.
`CC(C)(C)c1ccc2c(c1)OCCOCCOCCO2` gave PV pol inh 107.0 and PV pol inh FP z-score 0.3.
Screening N#CCCNc1ccc2c(c1)OCCO2 returned PV pol inh 98.0 and PV pol inh FP z-score -0.9.
For O=C(Nc1nonc1-c1nc2ccccc2[nH]1)c1ccncc1 the results were PV pol inh 102.0 and PV pol inh FP z-score 0.1.
COc1ccc(C2Nc3cc(C(F)(F)F)c(S(N)(=O)=O)cc3S(=O)(=O)N2)cc1 (stereo unspecified) was read as PV pol inh 100.0 and PV pol inh FP z-score -0.3.
For N=C1S/C(=C\c2ccc(F)cc2)C(=O)N1c1nccs1 the results were PV pol inh 105.0 and PV pol inh FP z-score 0.6.
Clc1ccc(CSc2nncn3c2cc2occc23)cc1 was read as PV pol inh 107.0 and PV pol inh FP z-score 0.
Screening O=C(O)C1C2C=CC(C2)C1C(=O)N1CCc2ccccc21 (stereo unspecified) returned PV pol inh 102.0 and PV pol inh FP z-score 0.2.
`COc1ccc2cc3cc(C(=O)NCc4ccccc4OC)oc3nc2c1` gave PV pol inh 110.0 and PV pol inh FP z-score 0.3.
`CN(C(=O)c1cc(-c2ccc(Cl)c(Cl)c2)on1)c1ccccc1` gave PV pol inh 101.0 and PV pol inh FP z-score 0.1.
Screening O=C1CC(c2nc3ccccc3[nH]2)CN1c1ccc(F)cc1 (stereo unspecified) returned PV pol inh 103.0 and PV pol inh FP z-score 0.3.
`CCOC(=O)CCn1cnc2onc(-c3ccccc3Cl)c2c1=O` gave PV pol inh 114.0 and PV pol inh FP z-score 1.6.
`O=c1c2c3c(sc2ncn1/N=C/c1cc(Br)ccc1O)CCCC3` gave PV pol inh 108.0 and PV pol inh FP z-score 0.5.
Screening CN(C)c1ccc(C(CNC(=O)c2ccccc2)N(C)C)cc1 (stereo unspecified) returned PV pol inh 102.0 and PV pol inh FP z-score 0.9.
For CC1Cc2ccccc2N1C(=O)/C=C/c1cccc(F)c1 (stereo unspecified) the results were PV pol inh 98.0 and PV pol inh FP z-score -0.2.
`Cc1ccccc1S(=O)(=O)Cc1ccc(C(=O)NC(C)c2ccccc2)o1` (stereo unspecified) gave PV pol inh 101.0 and PV pol inh FP z-score -0.3.
Cc1cc(C)c2nc(N3CCCC(C(=O)NCc4cccc(Br)c4)C3)sc2c1 (stereo unspecified) was read as PV pol inh 111.0 and PV pol inh FP z-score 1.5.
For CCCC(=O)Nc1ccc2c(c1)ncn2CC the results were PV pol inh 99.0 and PV pol inh FP z-score -0.7.
`CSc1nc(=O)cc(N)n1-c1ccccc1` gave PV pol inh 104.0 and PV pol inh FP z-score 0.6.
Screening COc1ccc(CCN2C(=O)CN(C3CCC(C)CC3)C(=O)C2c2ccc(OC(C)C)c(OC)c2)cc1OC (stereo unspecified) returned PV pol inh 104.0 and PV pol inh FP z-score 0.2.
For COc1ccc(C(=O)NCCNc2nc3c(C)cccc3cc2C#N)cc1OC the results were PV pol inh 105.0 and PV pol inh FP z-score 1.
O=C1[C@@H]2CSC(c3ccc(Cl)cc3)N2C(=O)N1c1ccccc1 (stereo partly specified) was read as PV pol inh 102.0 and PV pol inh FP z-score -0.3.

For reference, some entries already given:
Screening COc1ccc(CCN2C(=O)CN(C3CCC(C)CC3)C(=O)C2c2ccc(OC(C)C)c(OC)c2)cc1OC (stereo unspecified) returned PV pol inh 104.0 and PV pol inh FP z-score 0.2.
For COc1ccc(C(=O)NCCNc2nc3c(C)cccc3cc2C#N)cc1OC the results were PV pol inh 105.0 and PV pol inh FP z-score 1.

Only part of the results is shown (hit frequency here may not be typical).
